# CAL PDZ FP-1: inhibitors of human CAL PDZ peptide binding. Q9HD26. purified CAL PDZ, TMR-peptide fluorescence polarization, 1 h. inhibition, % at 20 µM. actives 0.02% (n = 330,000). AID 504414;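 active = highest replicate inhibition of at least 40%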;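 also: plate controls were DMSO neutral control wells for no effect and unlabeled competitor peptide control wells for full effect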
#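 Material – purified CerCALP PDZ construct · Detection – FP readout, S and P plane fluorescence · Measure – percent inhibition from loss of millipolarization · Controls – unlabelled peptide for full inhibition, DMSO wells as neutral · Probe or stimulus – TMR-labelled reporter peptide T*-PRC34 bound in PDZ groove · Times – 1 h at RT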
# Ecoli viability: counter-screen for AddAB inhibitors: E. coli growth inhibition | AID 449728 | inhibition, % at 11.9 µM | E. coli V3065 growth, OD600 absorbance, 18 h | actives 0.27% (n = 330,000);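 active = inhibition above the campaign's mean inhibition across all tested compounds plus 3 SD, cut at about 9.9% in these data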;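 also: uninfected addAB+ strain grown without phage in ampicillin broth; 0% = DMSO wells and 100% = ciprofloxacin 0.95 µg/ml wells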
# Wnt act: Wnt/beta-catenin pathway activation; Wnt/beta-catenin reporter cell assay, activator, plate reader; activation, % at 9.35 µM; actives 1.2% (n = 300,000); in the data active = activation above about 30%, passing the limit was not always enough;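 also: 0% = neutral control wells and 100% = positive control wells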
# SR-BI DiI-HDL act: activators of SR-BI mediated HDL lipid uptake; actives 0.096% (n = 320,000); AID 504775; activation, % at 12.5 µM; CHO ldlA[mSR-BI] cells, DiI-HDL uptake fluorescence, 3 h; 100 = double the neutral-control signal;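 active = mean replicate activation of at least 60% and every replicate at or above 60%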;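 also: 0% = median plate neutral-control signal and 100% = twice that signal; values of inactives mirror those of a sister screen read the other way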
#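 Assay system: CHO ldlA[mSR-BI] cells, LDL receptor-null, SR-BI overexpressing; medium: Ham's F12 with 0.5% BSA, HEPES 25 mM, pH 7.4; also added: DiI-HDL 10 µg/mL; timing: 3 h uptake period with compound, 37 °C; signal: DiI fluorescence, bottom read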
# SR-BI HDL uptake: blocks mouse SR-BI lipid uptake from DiI-HDL; actives 0.96% (n = 320,000); ldlA[mSR-BI] CHO cells, DiI-HDL uptake fluorescence, 3 h; Q61009; inhibition, % at 12.5 µM;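 active = mean replicate inhibition of at least 70% and a set share of replicates each scoring 70 or more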;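 also: 0% = median of neutral control wells and 100% = median of positive control wells; values of inactives mirror those of a sister screen read the other way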
# Target sequence (Q61009 whole entry, looked up): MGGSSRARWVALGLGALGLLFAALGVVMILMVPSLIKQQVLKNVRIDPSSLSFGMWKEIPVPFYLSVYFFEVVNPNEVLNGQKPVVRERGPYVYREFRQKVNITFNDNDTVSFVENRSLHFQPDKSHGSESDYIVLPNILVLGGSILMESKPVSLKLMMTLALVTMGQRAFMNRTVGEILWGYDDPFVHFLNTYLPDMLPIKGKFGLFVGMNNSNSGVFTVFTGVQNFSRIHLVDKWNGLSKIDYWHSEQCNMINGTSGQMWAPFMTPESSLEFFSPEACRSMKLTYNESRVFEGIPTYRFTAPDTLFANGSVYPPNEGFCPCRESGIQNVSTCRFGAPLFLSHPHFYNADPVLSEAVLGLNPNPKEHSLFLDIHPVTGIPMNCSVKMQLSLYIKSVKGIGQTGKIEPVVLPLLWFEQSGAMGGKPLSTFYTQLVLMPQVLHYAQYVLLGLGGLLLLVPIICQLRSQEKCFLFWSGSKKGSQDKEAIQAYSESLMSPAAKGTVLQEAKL
# Tat export inh: E. coli Tat transport inhibition | E. coli MC4100 TorA-mCherry Tat export, fluorescence | inhibition, % at 10 µM | actives 0.036% (n = 340,000);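 active = mean replicate inhibition at least 50% and at least half of replicates individually reaching 50%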;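 also: exported cargo escapes ClpAP degradation while cytoplasmic cargo is degraded and loses fluorescence; 0% = median of neutral control wells and 100% = median of NaSCN control wells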
# phage Ecoli inh: E. coli growth loss with phage present | inhibition, % at 11.9 µM | AID 651602 | actives 0.26% (n = 360,000) | growth absorbance; in the data active = inhibition above about 11%
# MITF TRPM1 HTS: increases MITF-driven TRPM1 promoter luciferase signal | SK-MEL-5 TRPM1-promoter luciferase, 24 h; % of positive control, neutral wells = 0 | activation, % at 12.5 µM | actives 0.75% (n = 300,000) | AID 588334;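 active = mean activation of at least 80% with every replicate also reaching 80%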;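 also: 0% = neutral control wells and 100% = parthenolide positive control wells; values of inactives mirror those of a sister screen read the other way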
# CAL PDZ FP-2: CAL PDZ (human) peptide binding inhibition. AID 602252. Q9HD26. purified CAL PDZ, TMR-peptide fluorescence polarization, 1 h. actives 0.92% (n = 300,000). inhibition, % at 24.9 µM;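 active = mean inhibition of at least 30% with at least half of replicates also reaching 30%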;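 also: 0% = DMSO neutral control and 100% = excess unlabeled competitor peptide PRC23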
# AddAB inh: less growth of phage-infected E. coli with AddAB; AID 435030; E. coli expressing H. pylori AddAB, absorbance growth; inhibition, % at 11.9 µM; actives 0.29% (n = 330,000); in the data active = inhibition above about 12%;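 also: 0% = vehicle wells of infected cells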
# Active calls of the source: *; · = no result given; & = joins results of further samples.
Structure	CAL PDZ FP-1	Ecoli viability	Wnt act	SR-BI DiI-HDL act	SR-BI HDL uptake	Tat export inh	phage Ecoli inh	MITF TRPM1 HTS	CAL PDZ FP-2	AddAB inh
CCCC(=O)NC(Oc1ccc(C(C)=O)cc1)C(Cl)(Cl)Cl (centres undefined)	-1.4	-1.4	1	9	-9	-1	2.0	-6	0	2.1
CN(C)CC1CCCCC1=O (centres undefined)	-1.5	1.0	2	-2	2	-6	-0.7	-4	·	3.4
CC1(C)CC(=O)C=C(NCCN2CCN(C(=O)Cc3ccc(Cl)cc3)CC2)C1	-1.7	-2.5	·	33	-33	8	-3.0	14	·	2.9
COc1ccc(-c2cc(C(F)(F)F)n3nc(C(=O)N4CCC5(CC4)OCCO5)cc3n2)cc1OC	-0.7	-1.0	0	-28	28	11	2.8	3	-2	3.0
C=CCN1C(=O)NC(=O)/C(=C/c2c(CCN(C)C(=O)c3ccccc3)cc3c(c2OC)OCO3)C1=O	0.2	1.2	0	2	-2	2	1.9	-1	1	3.2
Cc1ccnc(-n2c(C)nc3ccccc3c2=O)c1	-0.6	3.1	1	-5	5	1	2.5	·	-5	5.8
Cc1ccccc1-n1c(-c2ccoc2)nc2ccccc2c1=O	-0.6	0.6	4	22	-22	-2	0.8	-3	3	5.1
CCc1ccc(-n2c(O)c(/C=N/N3CCCCC3c3cccnc3)c(=O)[nH]c2=O)cc1 (centres undefined)	-0.2	-3.1	0	14	-14	-8	4.5	-2	10	3.3
CCCCCCN=Cc1c(O)n(C)c(=O)n(C)c1=O	-1.2	3.4	-1	-22	22	-3	3.5	·	-2	-2.2
Cc1ccc2c(c1)CNc1ccccc1O2	·	2.1	·	13	-13	-5	3.3	26	-10	1.6
CSc1nnc(C2CCNCC2)n1C	-0.5	-2.7	-7	32	-32	-2	0.0	2	-3	-0.7
CSc1ncc(Br)c(N2CC2)n1	-1.1	·	-6	7	-7	-5	4.1	-13	-5	·
COc1ccc(/C=C2/C(=O)N(Cc3ccco3)C(=O)N(C(C)C)C2=O)cc1	-3.9	-2.9	0	2	-2	-10	-0.2	3	-3	-0.2
C[C@@H]1CN(C2CCC(C#N)(c3ccc(F)cc3)CC2)CC[C@]1(C(=O)O)c1ccccc1 (some centres undefined)	-0.4	-0.6	0	-3	3	-4	2.7	-2	-1	-1.4
O=C(Cc1ccc(Cl)c(Cl)c1)NCC1(N2CCOCC2)CCCCC1	-3.0	1.7	45*	13	-13	-14	1.3	4	-3	-0.5
CCC(=O)N1CC(=O)Nc2ccc(Br)cc2C1c1ccccc1 (centres undefined)	-3.2	0.1	-6	13	-13	-1	3.8	-14	6	0.3
Cc1ccccc1NC1=NCCCS1	-2.8	-0.5	·	29	-29	-6	2.2	4	-4	0.2
CCCCCc1nc2ccccc2c(=O)n1-c1ccc(Cl)cc1[N+](=O)[O-]	-0.5	3.6	0	-15	15	-1	0.6	-1	11	1.4
Fc1ccc(CNCCc2ccccc2)cc1	-1.2	0.7	1	24	-24	-2	4.6	6	-5	1.6
COc1ccccc1CCNCc1ccc(OC)c(OC)c1OC	0.2	3.0	-1	15	-15	-5	6.6	·	·	0.3
C=CCC1C(=O)NC(=S)NC1=O	-1.0	1.1	-1	-5	5	-5	3.8	12	-8	1.0
Cc1ccsc1C(=O)C1CCCN(Cc2ccc(-n3cccn3)cc2)C1 (centres undefined)	-4.7	-1.1	0	·	·	1	2.6	-1	6	1.2
C[C@]12CC[C@@H]3c4ccc(O)c(O)c4CC[C@H]3[C@@H]1CC[C@@H]2O	-0.6	1.0	-1	-11	13	3	2.2	-2	2	1.9
CC/C(=N\NC(=S)Nc1ccccc1)c1c(O)[nH]c(=O)[nH]c1=O	0.3	-0.8	6	-1	1	-1	-0.1	10	-11	-0.7
Cc1sc2nc(COC(=O)Cc3ccccc3)[nH]c(=O)c2c1C	-2.9	1.5	8	·	·	1	3.3	·	-4	1.7
CN1CCc2cccc(Cl)c2CC1	1.2	0.1	-1	9	-9	0	4.6	-16	-8	-0.3
CC(=O)O[C@]1(c2ccccc2)CCN(C)[C@H]2CCCC[C@@H]21	-1.8	0.6	-6	25	-25	-4	0.8	3	0	0.3
CCN(CC)c1ccc(/C=C2/C(=O)NC(=O)N(CC3CCCO3)C2=O)cc1 (centres undefined)	·	-1.4	·	9	-9	-5	1.3	-7	1	0.9
c1ccc(CCNCc2cccs2)cc1	-0.6	·	2	26	-26	1	6.7	19	-1	·
CCCCC1(CCCC)C(=O)NC(=Nc2cccc(C)c2)NC1=O	-0.8	0.0	-3	21	-21	-10	1.7	-8	-3	2.3
C=CCn1c(O)c(/C=N/N2CCCCC2c2cccnc2)c(=O)[nH]c1=S (centres undefined)	-3.2	0.3	·	-26	26	-4	1.2	1	-2	2.4
COC(=O)C1=C(c2cccc(OC)c2OC)C[C@@H]2CC[C@H]1N2C(=O)N1CCOCC1	0.6	0.5	-3	17	-17	4	0.7	2	-2	1.0
Cc1ccc(S(=O)(=O)N2CCN(C(=O)COC(=O)Cc3ccccc3)CC2)c(C)c1	-3.4	0.6	1	7	-7	5	0.1	1	-3	-3.4
CC(=O)C1C2c3ccccc3OC1(C)N=c1s/c(=C/c3cn(C)nc3C)c(=O)n12 (centres undefined)	-0.7	2.5	·	-21	21	-6	3.2	-7	-2	1.9
CN=C(SCC(=O)c1cccc(Cl)c1)c1c(O)n(C)c(=O)n(C)c1=O	-0.2	1.5	-1	-11	11	8	-0.8	-14	4	-0.3
CC(C)OS(C)(=O)=O	-0.4	-1.8	0	18	-18	-7	-2.4	-5	0	-0.2
COc1cccc(-n2c(O)c(C=NCCN3CCOCC3)c(=O)[nH]c2=O)c1	0.4	0.1	·	29	-29	-2	0.5	-10	-4	-0.3
C/C=C(\C)C(=O)N[C@@H](c1ccccc1)[C@@H](O)C(=O)O[C@H]1C[C@@]2(O)[C@@H](OC(=O)c3ccccc3)C3[C@](C)(C(=O)[C@H](OC(C)=O)C(=C1C)C2(C)C)[C@H](O)C[C@H]1OC[C@@]31OC(C)=O (some centres undefined)	-0.5	-0.3	-1	-12	12	3	2.2	·	3	3.2
COc1ccc2c(c1)NP(=S)(c1ccccc1)N2C (centres undefined)	0.7	·	6	3	-3	-9	0.4	15	-4	·
CC(NC(C)(C)C)C(=O)c1cccc(Cl)c1 (centres undefined)	-0.5	0.3&0.3	-2&4	-2	2	-3	4.7&3.0	3	-5	-0.6&0.0
O=C1NC2C(=CC(O)C(O)C2O)c2cc3c(cc21)OCO3 (centres undefined)	-0.6	·	-6	10	-10	-8	0.2	-68	-1	·
O=C(Nc1ccc(Cl)cc1C(=O)c1ccccc1)c1ccc(Br)o1	-0.4	0.1	·	-17	17	-5	0.0	·	2	1.2
c1cncc(CNC2=NCCCCC2)c1	-0.2	-1.6	-3	20	-20	-1	2.5	0	-1	-0.8
CCOC(=O)C1CCN(C=C2C(=O)N(C)C(=S)N(C)C2=O)CC1	-0.7	0.0	-2	28	-28	-2	1.3	2	4	1.7

# Some of these compounds in order of molecular weight, highest first.
Structure	CAL PDZ FP-1	Ecoli viability	Wnt act	SR-BI DiI-HDL act	SR-BI HDL uptake	Tat export inh	phage Ecoli inh	MITF TRPM1 HTS	CAL PDZ FP-2	AddAB inh
C/C=C(\C)C(=O)N[C@@H](c1ccccc1)[C@@H](O)C(=O)O[C@H]1C[C@@]2(O)[C@@H](OC(=O)c3ccccc3)C3[C@](C)(C(=O)[C@H](OC(C)=O)C(=C1C)C2(C)C)[C@H](O)C[C@H]1OC[C@@]31OC(C)=O (some centres undefined)	-0.5	-0.3	-1	-12	12	3	2.2	·	3	3.2
Cc1ccc(S(=O)(=O)N2CCN(C(=O)COC(=O)Cc3ccccc3)CC2)c(C)c1	-3.4	0.6	1	7	-7	5	0.1	1	-3	-3.4
COC(=O)C1=C(c2cccc(OC)c2OC)C[C@@H]2CC[C@H]1N2C(=O)N1CCOCC1	0.6	0.5	-3	17	-17	4	0.7	2	-2	1.0
CC(=O)C1C2c3ccccc3OC1(C)N=c1s/c(=C/c3cn(C)nc3C)c(=O)n12 (centres undefined)	-0.7	2.5	·	-21	21	-6	3.2	-7	-2	1.9
O=C(Nc1ccc(Cl)cc1C(=O)c1ccccc1)c1ccc(Br)o1	-0.4	0.1	·	-17	17	-5	0.0	·	2	1.2
CN=C(SCC(=O)c1cccc(Cl)c1)c1c(O)n(C)c(=O)n(C)c1=O	-0.2	1.5	-1	-11	11	8	-0.8	-14	4	-0.3
COc1cccc(-n2c(O)c(C=NCCN3CCOCC3)c(=O)[nH]c2=O)c1	0.4	0.1	·	29	-29	-2	0.5	-10	-4	-0.3
C=CCn1c(O)c(/C=N/N2CCCCC2c2cccnc2)c(=O)[nH]c1=S (centres undefined)	-3.2	0.3	·	-26	26	-4	1.2	1	-2	2.4
CCOC(=O)C1CCN(C=C2C(=O)N(C)C(=S)N(C)C2=O)CC1	-0.7	0.0	-2	28	-28	-2	1.3	2	4	1.7
COc1ccc2c(c1)NP(=S)(c1ccccc1)N2C (centres undefined)	0.7	·	6	3	-3	-9	0.4	15	-4	·
CC(=O)O[C@]1(c2ccccc2)CCN(C)[C@H]2CCCC[C@@H]21	-1.8	0.6	-6	25	-25	-4	0.8	3	0	0.3
CC(NC(C)(C)C)C(=O)c1cccc(Cl)c1 (centres undefined)	-0.5	0.3&0.3	-2&4	-2	2	-3	4.7&3.0	3	-5	-0.6&0.0
c1ccc(CCNCc2cccs2)cc1	-0.6	·	2	26	-26	1	6.7	19	-1	·
c1cncc(CNC2=NCCCCC2)c1	-0.2	-1.6	-3	20	-20	-1	2.5	0	-1	-0.8
CN1CCc2cccc(Cl)c2CC1	1.2	0.1	-1	9	-9	0	4.6	-16	-8	-0.3
CC(C)OS(C)(=O)=O	-0.4	-1.8	0	18	-18	-7	-2.4	-5	0	-0.2

# These rows are one share of the data. The share of hits here may be higher or lower than overall.
